Screening data: PubChem, Broad Institute
NSD2 inh: inhibitors of human NSD2, primary screen, biochemical, plate reader, single point; NSD2-SET H3K36me1 DELFIA fluorescence; inhibition, % at 12.5 µM; 0.07% of 44,000 active; AID 624260, 2012; in the data active means inhibition above about 54%, passing the limit was not always enough;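 further: inhibitors reduce the monomethyl H3K36 fluorescence signal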
Target sequence (O96028 whole entry, looked up): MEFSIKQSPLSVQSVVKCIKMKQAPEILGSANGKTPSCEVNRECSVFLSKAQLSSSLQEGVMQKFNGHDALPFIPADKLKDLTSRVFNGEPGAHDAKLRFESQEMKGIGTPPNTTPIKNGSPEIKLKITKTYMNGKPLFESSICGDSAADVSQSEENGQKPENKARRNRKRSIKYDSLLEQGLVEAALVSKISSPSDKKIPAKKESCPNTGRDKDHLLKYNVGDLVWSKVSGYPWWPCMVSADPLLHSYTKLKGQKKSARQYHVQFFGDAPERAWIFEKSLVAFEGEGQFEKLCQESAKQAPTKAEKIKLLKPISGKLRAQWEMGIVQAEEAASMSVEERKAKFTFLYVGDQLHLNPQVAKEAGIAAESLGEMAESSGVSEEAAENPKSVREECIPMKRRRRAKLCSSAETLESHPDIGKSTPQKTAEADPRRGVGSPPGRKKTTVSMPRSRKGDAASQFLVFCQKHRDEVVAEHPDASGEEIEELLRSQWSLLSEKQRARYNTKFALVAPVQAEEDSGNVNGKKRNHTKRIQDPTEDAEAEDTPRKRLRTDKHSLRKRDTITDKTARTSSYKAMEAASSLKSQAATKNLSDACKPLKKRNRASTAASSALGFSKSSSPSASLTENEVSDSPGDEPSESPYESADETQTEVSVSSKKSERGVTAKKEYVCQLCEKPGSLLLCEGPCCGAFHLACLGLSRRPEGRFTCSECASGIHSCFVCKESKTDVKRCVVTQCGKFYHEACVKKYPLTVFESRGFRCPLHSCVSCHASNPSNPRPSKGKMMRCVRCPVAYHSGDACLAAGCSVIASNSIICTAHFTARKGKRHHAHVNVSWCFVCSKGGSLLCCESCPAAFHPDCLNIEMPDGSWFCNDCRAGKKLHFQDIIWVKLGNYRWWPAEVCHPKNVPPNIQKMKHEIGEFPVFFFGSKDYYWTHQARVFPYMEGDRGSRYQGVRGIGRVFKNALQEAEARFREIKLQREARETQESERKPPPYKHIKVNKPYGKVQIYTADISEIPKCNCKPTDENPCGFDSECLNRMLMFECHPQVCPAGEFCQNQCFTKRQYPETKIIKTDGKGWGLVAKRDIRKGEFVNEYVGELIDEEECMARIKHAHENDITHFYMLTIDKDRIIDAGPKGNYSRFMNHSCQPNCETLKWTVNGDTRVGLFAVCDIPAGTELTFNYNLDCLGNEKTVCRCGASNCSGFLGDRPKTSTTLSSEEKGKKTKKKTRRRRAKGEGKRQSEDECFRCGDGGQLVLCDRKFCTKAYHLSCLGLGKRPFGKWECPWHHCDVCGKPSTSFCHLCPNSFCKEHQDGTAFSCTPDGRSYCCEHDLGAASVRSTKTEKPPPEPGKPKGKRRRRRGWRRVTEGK
The depositor's hits bear a star. Not all compounds are listed; the hit share may differ from the screen's.

Start of the data: the first 3 entries, ahead of the listing:
| canonical_smiles | NSD2 inh |
| --- | --- |
| C[C@H]1CN([C@@H](C)CO)C(=O)c2cccc(NC(=O)Nc3ccc4c(c3)OCO4)c2O[C@@H]1CN(C)C | -0.1 |
| C[C@@H]1CN([C@H](C)CO)C(=O)c2cc(-c3cncnc3)cnc2O[C@@H]1CN(C)C(=O)Cc1cccnc1 | -1.4 |
| CCCNC(=O)N[C@@H]1C=C[C@H](CC(=O)NCCc2ccccc2)O[C@@H]1CO | -1.0 |

The whole of this part, previewed entries included:
| canonical_smiles | NSD2 inh |
| --- | --- |
| C[C@H]1CN([C@@H](C)CO)C(=O)c2cccc(NC(=O)Nc3ccc4c(c3)OCO4)c2O[C@@H]1CN(C)C | -0.1 |
| C[C@@H]1CN([C@H](C)CO)C(=O)c2cc(-c3cncnc3)cnc2O[C@@H]1CN(C)C(=O)Cc1cccnc1 | -1.4 |
| CCCNC(=O)N[C@@H]1C=C[C@H](CC(=O)NCCc2ccccc2)O[C@@H]1CO | -1.0 |
| Cc1noc(C)c1S(=O)(=O)Nc1ccc2c(c1)C(=O)N([C@H](C)CO)C[C@H](C)[C@H](CN(C)C(=O)CCCN(C)C)OCCCC[C@@H](C)O2 | -1.4 |
| C[C@@H]1CN([C@@H](C)CO)C(=O)Cc2cc(N(C)C)ccc2O[C@@H]1CN(C)Cc1ccc(C(=O)O)cc1 | 2.3 |
| COc1ccc(O)c(/C=N/NC(=O)CCCCCCC(=O)Nc2ccccc2O)c1 | -0.7 |
| COc1ccc(NC(=O)Nc2cccc3c2O[C@H](CN(C)S(=O)(=O)c2ccccc2)[C@@H](C)CN([C@H](C)CO)C3=O)cc1 | -1.8 |
| C[C@@H]1CN([C@H](C)CO)C(=O)Cc2cc(NC(=O)Cc3cn(C)c4ccccc34)ccc2O[C@@H]1CN(C)S(=O)(=O)c1cn(C)cn1 | -7.5 |
| C[C@H]1CN([C@@H](C)CO)C(=O)c2cccc(NS(=O)(=O)c3cn(C)cn3)c2O[C@@H]1CN(C)Cc1ccc(Cl)c(Cl)c1 | 23.4 |
| C[C@H](CO)N1C[C@H](C)[C@@H](CN(C)C(=O)c2ccccc2)OCc2cn(nn2)CCCC1=O | 4.2 |
| Cc1ccc(S(=O)(=O)N(C)C[C@@H]2Oc3c(NC(=O)Nc4ccc5c(c4)OCO5)cccc3C(=O)N([C@@H](C)CO)C[C@H]2C)cc1 | 3.6 |
| COc1ccc(CN(C)C[C@H]2OCCCC[C@H](C)Oc3ccc(NC(=O)Nc4ccc(F)cc4)cc3C(=O)N([C@@H](C)CO)C[C@H]2C)cc1 | 5.5 |
| O=C(C[C@H]1C=C[C@H](NC(=O)c2cccc(F)c2)[C@H](CO)O1)Nc1nccs1 | 8.1 |
| C[C@@H]1CN([C@@H](C)CO)S(=O)(=O)c2ccc(C#Cc3cccc(F)c3)cc2O[C@H]1CN(C)C(=O)NC1CCCCC1 | -3.2 |
| C[C@H](CO)N1C[C@H](C)[C@H](CN(C)Cc2ccc(C(=O)O)cc2)Oc2c(NC(=O)c3ccncc3)cccc2C1=O | -2.3 |
| CNC[C@@H]1Oc2ccc(NC(=O)c3ccncc3)cc2CC(=O)N([C@@H](C)CO)C[C@@H]1C | -99.0 |
| C[C@@H]1CN([C@H](C)CO)C(=O)c2cc(NS(=O)(=O)c3ccc(F)cc3)ccc2O[C@H]1CN(C)S(=O)(=O)c1cn(C)cn1 | 3.8 |
| O=C(C[C@H]1C[C@@H]2c3cc(NC(=O)NC4CCCCC4)ccc3O[C@@H]2[C@@H](CO)O1)NCc1ccccn1 | -1.0 |
| CO[C@H](C(=O)N(C)C[C@H]1OCc2ccccc2-c2c(n(C)c3ccccc23)C(=O)N([C@@H](C)CO)C[C@H]1C)c1ccccc1 | -7.3 |
| C[C@@H]1CCCCO[C@@H](CN(C)S(=O)(=O)c2ccc(F)cc2)[C@H](C)CN([C@H](C)CO)C(=O)c2cc(NC(=O)Nc3ccc4c(c3)OCO4)ccc2O1 | 1.7 |
| COc1ccccc1-c1cnc2c(c1)C(=O)N([C@H](C)CO)C[C@H](C)[C@@H](CN(C)Cc1ccc(F)cc1)O2 | -1.5 |
| Cc1ccc(S(=O)(=O)N(C)C[C@H]2Oc3ccc(NC(=O)Nc4ccccc4)cc3C(=O)N([C@@H](C)CO)C[C@@H]2C)cc1 | 1.1 |
| COc1ccc(S(=O)(=O)Nc2ccc3c(c2)CC(=O)N([C@H](C)CO)C[C@H](C)[C@@H](CN(C)S(=O)(=O)c2cccs2)O3)cc1 | 3.5 |
| C[C@H]1CCCCO[C@H](CN(C)S(=O)(=O)c2cccs2)[C@@H](C)CN([C@@H](C)CO)C(=O)c2cc(NC(=O)CCC(F)(F)F)ccc2O1 | -0.6 |
| C[C@@H]1CCCCO[C@H](CN(C)Cc2ccccc2)[C@@H](C)CN([C@H](C)CO)C(=O)c2cc(NC(=O)c3ccccc3)ccc2O1 | -1.2 |
| C[C@@H]1CCCCO[C@H](CN(C)C)[C@@H](C)CN([C@@H](C)CO)C(=O)c2cc(NC(=O)NC3CCCCC3)ccc2O1 | -2.7 |
| Cc1ccc(S(=O)(=O)N(C)C[C@H]2Oc3ccc(NS(=O)(=O)c4ccccc4)cc3C(=O)N([C@H](C)CO)C[C@H]2C)cc1 | -3.2 |
| O=C(C[C@H]1C[C@@H]2c3cc(NS(=O)(=O)c4ccccc4)ccc3O[C@@H]2[C@@H](CO)O1)N1CCCCC1 | 3.4 |
| CC(C)NC(=O)N(C)C[C@H]1Oc2c(NS(=O)(=O)c3ccccc3)cccc2C(=O)N([C@@H](C)CO)C[C@@H]1C | 10.5 |
| Cn1cnc(S(=O)(=O)N(Cc2ccccc2)Cc2ccccc2N2CCC(C(=O)O)CC2)c1 | -0.6 |
| O=C(N/N=C/c1ccc(C(F)(F)F)cc1)c1ccccc1O | 0.3 |
| C=C1[C@@H](C2=CC(=O)OC2)CC[C@@]2(O)[C@@H]1CC1[C@H]2CC[C@@H]2C[C@@H](O[C@H]3O[C@@H](C)[C@@H](O[C@@H]4O[C@H](CO[C@@H]5O[C@H](CO)[C@@H](O)[C@H](O)[C@H]5O)[C@@H](O)[C@H](O)[C@H]4O)[C@H](OC)[C@H]3O)CC[C@]12C (stereo partly specified) | 3.6 |
| CCCC#Cc1ccc2c(c1)O[C@@H](CN(C)CCC)[C@@H](C)CN([C@@H](C)CO)S2(=O)=O | -13.5 |
| Cc1noc(C)c1S(=O)(=O)Nc1ccc2c(c1)CC(=O)N([C@@H](C)CO)C[C@H](C)[C@@H](CN(C)Cc1ccc(Cl)c(Cl)c1)O2 | -8.3 |
| CC(C)NC(=O)Nc1ccc2c(c1)C(=O)N([C@H](C)CO)C[C@@H](C)[C@@H](CN(C)S(C)(=O)=O)O2 | 2.5 |
| Cc1noc(C)c1NC(=O)N(C)C[C@H]1Oc2ccc(NS(=O)(=O)c3ccc(Cl)cc3)cc2C(=O)N([C@H](C)CO)C[C@H]1C | -1.5 |
| CCCN(C)C[C@H]1Oc2cc(C#CCC3CCCC3)ccc2S(=O)(=O)N([C@@H](C)CO)C[C@@H]1C | 1.4 |
| CC(C)n1cc(-c2nc(C(C)(C)C)cs2)c(=O)n(Cc2ccccc2)c1=O | -0.2 |
| COc1ccc(NC(=O)Nc2ccc3c(c2)CC(=O)N([C@@H](C)CO)C[C@H](C)[C@H](CN(C)Cc2ccc(C(F)(F)F)cc2)O3)cc1 | -0.3 |
| CC(C)CC#Cc1ccc2c(c1)O[C@@H](CN(C)C(=O)NC1CCCC1)[C@@H](C)CN([C@H](C)CO)S2(=O)=O | -4.2 |

Four compounds drawn at random from those above:
| canonical_smiles | NSD2 inh |
| --- | --- |
| Cc1noc(C)c1NC(=O)N(C)C[C@H]1Oc2ccc(NS(=O)(=O)c3ccc(Cl)cc3)cc2C(=O)N([C@H](C)CO)C[C@H]1C | -1.5 |
| C[C@@H]1CCCCO[C@H](CN(C)C)[C@@H](C)CN([C@@H](C)CO)C(=O)c2cc(NC(=O)NC3CCCCC3)ccc2O1 | -2.7 |
| CC(C)NC(=O)N(C)C[C@H]1Oc2c(NS(=O)(=O)c3ccccc3)cccc2C(=O)N([C@@H](C)CO)C[C@@H]1C | 10.5 |
| CCCC#Cc1ccc2c(c1)O[C@@H](CN(C)CCC)[C@@H](C)CN([C@@H](C)CO)S2(=O)=O | -13.5 |

Next part
| canonical_smiles | NSD2 inh |
| --- | --- |
| C[C@H]1CN([C@@H](C)CO)C(=O)c2cc(NC(=O)Nc3ccccc3)ccc2O[C@@H]1CN(C)C(=O)NC1CCCCC1 | 2.6 |
| Cc1ccc(S(=O)(=O)Nc2cccc3c2O[C@@H](CN(C)C(=O)NC2CCCCC2)[C@@H](C)CN([C@H](C)CO)C3=O)cc1 | 2.4 |
| CC(C)(C)c1ccc(N2C(=O)CS(=O)(=O)C2c2ccccc2)cc1 (stereo unspecified) | -8.6 |
| CC(C)NC(=O)Nc1ccc2c(c1)C(=O)N([C@H](C)CO)C[C@@H](C)[C@@H](CN(C)Cc1ccc(C(=O)O)cc1)OCCCC[C@H](C)O2 | -2.3 |
| COCC(=O)N(C)C[C@H]1Oc2cc(-c3cncnc3)ccc2S(=O)(=O)N([C@H](C)CO)C[C@H]1C | 1.1 |
| CC(C)NC(=O)N[C@H]1C=C[C@@H](CC(=O)NCc2ccc(Oc3ccccc3)cc2)O[C@H]1CO | -0.3 |
| COCC(=O)N(C)C[C@H]1Oc2ncc(-c3ccccc3C)cc2C(=O)N([C@H](C)CO)C[C@H]1C | -4.4 |
| NNC(=O)Cc1csc(-c2cccc(-n3cccc3)c2)n1 | -8.8 |
| CCOC(=O)N1CCN(Cc2nnc(-c3ccc4c(c3)OCO4)o2)CC1 | 5.2 |
| CC(C)C#Cc1cnc2c(c1)C(=O)N([C@@H](C)CO)C[C@@H](C)[C@@H](CN(C)C(=O)c1cnccn1)O2 | -11.5 |
| COc1ccc(CN(C)C[C@H]2Oc3c(NC(=O)C4CC4)cccc3C(=O)N([C@@H](C)CO)C[C@@H]2C)cc1 | -2.5 |
| C[C@H]1CN([C@@H](C)CO)C(=O)Cc2cc(NC(=O)Cn3cnnn3)ccc2O[C@@H]1CN(C)S(=O)(=O)c1cn(C)cn1 | 2.9 |
| C[C@H]1CN([C@@H](C)CO)C(=O)c2cccc(NC(=O)C3CCOCC3)c2O[C@H]1CN(C)Cc1ccccc1 | -7.1 |
| Cc1nc(S(=O)(=O)N[C@@H]2CCN(Cc3cccc(OCCO)c3)C2)cn1C | 3.6 |
| Cc1noc(C)c1S(=O)(=O)Nc1ccc2c(c1)CC(=O)N([C@H](C)CO)C[C@H](C)[C@@H](CN(C)S(=O)(=O)c1cn(C)cn1)O2 | -1.6 |
| C[C@H](CO)N1C[C@H](C)[C@@H](CN(C)C(=O)Nc2ccccc2)Oc2c(NC(=O)NC3CCCCC3)cccc2C1=O | -0.3 |
| COc1ccc(S(=O)(=O)N(C)C[C@H]2OCCCC[C@@H](C)Oc3ccc(NS(=O)(=O)c4cn(C)cn4)cc3C(=O)N([C@H](C)CO)C[C@@H]2C)cc1 | 0.1 |
| C[C@H]1CN([C@@H](C)CO)C(=O)Cc2cc(NC(=O)Nc3ccc4c(c3)OCO4)ccc2O[C@@H]1CN(C)S(=O)(=O)c1cccs1 | -0.9 |
| COc1ccc(CN(C)C[C@H]2Oc3ccc(NS(=O)(=O)c4ccc(F)cc4)cc3CC(=O)N([C@H](C)CO)C[C@@H]2C)cc1 | -5.9 |
| C[C@H](CO)N1C[C@H](C)[C@H](CN(C)S(=O)(=O)c2ccc(F)cc2)OCCCC[C@H](C)Oc2ccc(NC(=O)CCCN(C)C)cc2C1=O | 35.6 |
| COc1ccc(S(=O)(=O)N(C)C[C@@H]2Oc3c(NC(=O)Nc4ccc(F)cc4)cccc3C(=O)N([C@@H](C)CO)C[C@H]2C)cc1 | -1.6 |
| C[C@@H]1CN([C@H](C)CO)C(=O)c2cc(-c3ccccc3)cnc2O[C@@H]1CN(C)C(=O)NC1CCCC1 | -3.2 |
| COCC#Cc1cnc2c(c1)C(=O)N([C@@H](C)CO)C[C@@H](C)[C@H](CN(C)C(=O)C1CCCCC1)O2 | -1.3 |
| COc1ccccc1-c1ccc2c(c1)O[C@@H](CN(C)S(=O)(=O)c1ccc(C)cc1)[C@@H](C)CN([C@@H](C)CO)S2(=O)=O | -0.1 |
| C[C@@H]1CCCCO[C@@H](CN(C)Cc2ccc(C(=O)O)cc2)[C@@H](C)CN([C@H](C)CO)C(=O)c2cc(NS(=O)(=O)c3cccs3)ccc2O1 | 1.6 |
| C[C@H](CO)N1C[C@H](C)[C@@H](CN(C)Cc2cncnc2)Oc2cc(-c3ccncc3)ccc2S1(=O)=O | 2.3 |
| C[C@@H]1CN([C@@H](C)CO)C(=O)c2cc(C#CCC3CCCC3)cnc2O[C@H]1CN(C)Cc1ccccn1 | 1.9 |
| COc1cccc(S(=O)(=O)Nc2ccc3c(c2)[C@H]2C[C@@H](CC(=O)O)O[C@H](CO)[C@H]2O3)c1 | 10.4 |
| C[C@H](CO)N1C[C@H](C)[C@@H](CN(C)C(=O)Nc2ccccc2)OCCCC[C@H](C)Oc2ccc(NC(=O)C3CCCCC3)cc2C1=O | -32.3 |
| C[C@@H]1CN([C@@H](C)CO)C(=O)c2cc(/C=C/c3ccccc3)cnc2O[C@H]1CN(C)C(=O)CN1CCOCC1 | -7.7 |
| CC(C)C#Cc1cnc2c(c1)C(=O)N([C@@H](C)CO)C[C@@H](C)[C@H](CN(C)Cc1cncnc1)O2 | -1.2 |
| C[C@@H]1CN([C@@H](C)CO)C(=O)c2cc(NC(=O)C3CCCCC3)ccc2O[C@@H]1CN(C)C(=O)Nc1cccc2ccccc12 | 0.1 |
| CC(C)NC(=O)Nc1ccc2c(c1)C(=O)N([C@@H](C)CO)C[C@H](C)[C@H](CN(C)C(=O)c1ccncc1)OCCCC[C@H](C)O2 | -1.4 |
| C[C@H](CO)N1C[C@H](C)[C@H](CN(C)S(=O)(=O)c2ccc(F)cc2)Oc2c(NC(=O)Nc3cccc4ccccc34)cccc2C1=O | -6.3 |
| C[C@@H]1CN([C@H](C)CO)C(=O)c2cc(NC(=O)c3ccccc3)ccc2O[C@@H](C)CCCCO[C@H]1CN(C)C(=O)Cc1ccccc1 | -1.3 |
| C[C@@H]1CN([C@H](C)CO)S(=O)(=O)c2ccc(-c3ccccc3)cc2O[C@H]1CN(C)C | -0.5 |
| C[C@@H]1CN([C@@H](C)CO)C(=O)c2cc(NS(=O)(=O)c3ccc(F)cc3)ccc2O[C@H]1CN(C)S(C)(=O)=O | -3.1 |
